# NCOA1 inh – inhibitors of human steroid receptor coactivator 1 (SRC1); 360,000 compounds, 0.12% hits; Q15788; inhibition, % at 3.6 µM; HEK293 GAL4-SRC1 luciferase reporter, luminescence;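 active means inhibition above the campaign mean plus 3 SD, with each screening campaign given its own cutoff, cut at about 60% in these data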;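 further: 0% = DMSO treated cells and 100% = gossypol at 36 µM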
# Target sequence (Q15788 whole entry, looked up, the tested form may be a part): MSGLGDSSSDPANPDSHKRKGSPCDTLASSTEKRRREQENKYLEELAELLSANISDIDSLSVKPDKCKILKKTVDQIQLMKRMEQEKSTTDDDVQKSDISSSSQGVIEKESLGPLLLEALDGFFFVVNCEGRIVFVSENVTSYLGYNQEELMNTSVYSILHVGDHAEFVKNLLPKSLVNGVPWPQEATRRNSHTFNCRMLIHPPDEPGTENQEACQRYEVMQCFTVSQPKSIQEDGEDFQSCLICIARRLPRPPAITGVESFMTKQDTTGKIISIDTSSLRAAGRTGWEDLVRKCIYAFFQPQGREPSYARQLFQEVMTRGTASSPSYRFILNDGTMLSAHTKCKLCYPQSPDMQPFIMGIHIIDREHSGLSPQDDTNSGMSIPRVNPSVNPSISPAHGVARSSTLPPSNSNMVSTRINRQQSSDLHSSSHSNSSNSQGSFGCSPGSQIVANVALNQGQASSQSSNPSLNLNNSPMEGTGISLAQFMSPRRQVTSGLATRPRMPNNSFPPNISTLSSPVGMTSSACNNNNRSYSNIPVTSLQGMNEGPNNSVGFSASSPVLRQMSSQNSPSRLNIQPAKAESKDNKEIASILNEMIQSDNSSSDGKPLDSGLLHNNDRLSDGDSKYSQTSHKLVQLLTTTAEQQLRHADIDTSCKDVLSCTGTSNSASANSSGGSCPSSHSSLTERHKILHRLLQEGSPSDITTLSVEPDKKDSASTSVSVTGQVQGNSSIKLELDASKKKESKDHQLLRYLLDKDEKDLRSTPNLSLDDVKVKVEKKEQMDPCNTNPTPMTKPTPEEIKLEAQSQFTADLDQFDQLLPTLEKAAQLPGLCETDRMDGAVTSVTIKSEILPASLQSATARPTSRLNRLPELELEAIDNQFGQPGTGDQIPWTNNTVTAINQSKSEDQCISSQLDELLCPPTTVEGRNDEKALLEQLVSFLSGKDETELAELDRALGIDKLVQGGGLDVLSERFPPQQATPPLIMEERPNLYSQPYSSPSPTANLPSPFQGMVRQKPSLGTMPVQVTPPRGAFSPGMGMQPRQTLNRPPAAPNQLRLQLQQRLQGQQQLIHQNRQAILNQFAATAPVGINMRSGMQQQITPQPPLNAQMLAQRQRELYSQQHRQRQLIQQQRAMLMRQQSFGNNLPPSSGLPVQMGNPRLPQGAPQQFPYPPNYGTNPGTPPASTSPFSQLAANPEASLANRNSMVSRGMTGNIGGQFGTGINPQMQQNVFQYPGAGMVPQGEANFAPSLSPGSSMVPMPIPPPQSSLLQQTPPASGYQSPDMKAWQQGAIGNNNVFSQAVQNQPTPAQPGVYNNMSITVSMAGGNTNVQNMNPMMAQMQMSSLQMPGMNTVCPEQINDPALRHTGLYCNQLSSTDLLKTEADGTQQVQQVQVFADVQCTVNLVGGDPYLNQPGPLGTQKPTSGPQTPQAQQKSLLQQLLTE
# TLR9-MyD88 block – blocks human TLR9 binding to MyD88. 340,000 compounds, 0.21% hits. inhibition, % at 4.98 µM. Q9NR96+Q99836. CHO BLA complementation TLR9-MyD88, CCF4 FRET ratio. AID 504734;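 active means inhibition above the mean over all tested compounds plus 3 SD, cut at about 21% in these data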;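 further: 0% = DMSO only wells and 100% = clavulanate BLA inhibitor control wells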
# SRC3 inh – inhibitors of human steroid receptor coactivator 3 (SRC3) | Q9Y6Q9 | HEK293 GAL4-SRC3 luciferase reporter, luminescence | inhibition, % at 3.6 µM | 360,000 compounds, 0.17% hits | AID 588352;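 active means inhibition above a per-campaign cutoff, the mean of all compounds plus 3 SD, cut at about 60% in these data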;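 further: 0% = DMSO-treated cells and 100% = gossypol-treated cells at 36 µM; higher means less SRC3-driven luciferase light from the GAL4 reporter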
# NCOA2 inhibitor – human SRC2 (NCOA2) inhibition | inhibition, % at 9 µM | HEK293 GAL4-SRC2 luciferase reporter, luminescence | 370,000 compounds, 0.17% hits | Q15596;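 active means inhibition above the mean inhibition of all tested compounds plus 3 SD, set per campaign, cut at about 52% in these data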;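 further: 0% = DMSO treated cells and 100% = cells given Gossypol at 36 µM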
# NOD2-RIPK2 inh – NOD2-RIPK2 protein interaction inhibition. CHO BLA complementation NOD2-RIPK2, CCF4 ratio. inhibition, % at 4.98 µM. 360,000 compounds, 0.38% hits; in the data active means inhibition above about 21%;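 further: 0% = vehicle only and 100% = reference blocker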
# TRAIL sens C8 – sensitizes caspase-8 expressing cells to TRAIL | NB7+C8 cells + TRAIL, ATPlite viability luminescence | inhibition (viability loss, TRAIL sensitization), % at 10 µM | 360,000 compounds, 1% hits | AID 624354;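 active means compounds causing at least 50% loss of cell viability in the single-dose screen, relative to plate controls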
# TWEAK-Fn14 inh – TWEAK-Fn14 signaling inhibition | TWEAK-stimulated Fn14 reporter cells, luciferase luminescence, 8 h | inhibition, % at 10 µM | 360,000 compounds, 2% hits | AID 1159606; in the data active means inhibition above about 50%
# LRH-1 inv ag – inverse agonists of human LRH-1 (NR5A2); O00482; HEK293T StAR-luciferase reporter, LRH-1 transfected, 24 h; inhibition, % at 3.6 µM; 360,000 compounds, 0.13% hits;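 active means inhibition above the mean inhibition of all tested compounds plus 3 SD, cut at about 73% in these data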;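 further: 0% = DMSO wells and 100% = reporter-only cells lacking LRH-1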
# EBV LMP1 NFkB – inhibitors of Epstein-Barr LMP1-induced NF-kappaB reporter | AID 504558 | inhibition, % at 12.5 µM | 350,000 compounds, 0.69% hits | LMP1-induced NF-kappaB luciferase reporter cells, luminescence; in the data active means inhibition above about 41%;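 further: 0% = neutral control wells and 100% = reference inhibitor control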
# TROY signal inh – TROY signaling inhibition | Q293 LMP1-TROYcd NF-kB luciferase reporter, 4 h | inhibition, % at 10 µM | 360,000 compounds, 0.98% hits | AID 1347056;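 active means compounds whose plate-normalised and pattern-corrected inhibition of the luciferase reporter signal at the single screening dose is 50% or more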
# NR2F2 inh – NR2F2 (human) inhibition, primary screen; inhibition, % at 8.6 µM; HEK293T NGFI-A luciferase reporter, luminescence; 370,000 compounds, 0.7% hits; P24468;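 active means inhibition above a per-plate cutoff, mean inhibition of test wells between control levels plus 3 SD, cut at about 38% in these data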;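 further: cells cotransfected with COUP-TFII expression vector driving the NGFI-A reporter; 0% = median of COUP-TF2 test wells and 100% = reporter-only cells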
# * hit, by the source's call; nt = no result given; & = joins results of further samples. Some of the compounds tested. The share of hits here may be higher or lower than overall.
Compound	NCOA1 inh	TLR9-MyD88 block	SRC3 inh	NCOA2 inhibitor	NOD2-RIPK2 inh	TRAIL sens C8	TWEAK-Fn14 inh	LRH-1 inv ag	EBV LMP1 NFkB	TROY signal inh	NR2F2 inh
O=C(c1ccc2c(c1)OCO2)N1CCCC(c2ccccc2)C1 (centres undefined)	-7	6	10	7	-3	-13	-45	-4	0	-11	-9
CC(C(=O)NCc1ccco1)n1ccc2cc(S(=O)(=O)N3CCCC3)ccc21 (centres undefined)	-5	-28	13	1	3	11	0	6	-1	-2	-6
COc1ccc(CC(=O)Oc2ccc(C)cc2Br)cc1OC	17	-6	-11	17	6	-6	5	4	-13	6	12
O=C(CCCOc1ccccc1)Nc1nnc(C2CCCO2)s1 (centres undefined)	-9	10	3	-22	-9	3	0	-11	-3	-19	14
CCC(=O)N1c2ccc(C)cc2C2=NNC(=S)NC21O (centres undefined)	5	2	-5	-31	-3	9	-20	-12	2	-16	4
CCc1nnc(NS(=O)(=O)c2ccc(NC(=O)/C=C/C(=O)O)cc2)s1	-5	11	-7	-19	3	4	3	1	10	1	-9
CCNC(=S)N1CCN(S(=O)(=O)c2ccccc2C(F)(F)F)CC1	-29	-3	-1	-12	-9	-4	37	5	0	13	4
CCOC(=O)c1ccc(NC(=S)NCc2ccc(F)cc2)cc1	8	10	-6	-19	-3	-5	-3	-11	-6	18	3
O=C(O)COc1ccc(/C=C/c2ccc3cccc([N+](=O)[O-])c3n2)cc1	-2	-4	12	8	-4	22	3	-23	5	-19	-4
c1ccc(CCC2=NCCn3cccc32)cc1	1&-7	-2&-13	-14&4	-20&9	-15&5	16&-9	5&-9	-5&0	2&2	-1&22	-9&-3
COc1ccc(O)c(/C=N/Nc2nc(Nc3ccccc3)nc(-n3nc(C)cc3C)n2)c1	-9	-5	-7	-46	-11	55*	60*	49	62*	-28	19
CCC(CC)NC(=O)CN1CCN(S(=O)(=O)c2cccs2)CC1	-4	0	10	-3	-5	-2	-6	6	1	12	-7
CCOC(=O)C1CCN(c2ccc(Cl)nn2)CC1	-2	1	3	-16	-3	-9	-3	-15	-1	8	-23
O=C(Nc1cc(S(=O)(=O)N2CCCC2)ccc1Cl)C1=COCCO1	4	-1	10	-14	-5	-1	-5	-5	1	-32	3
CC(=O)n1cc([C@@H]2C=C(C(=O)Nc3ccccc3)O[C@H](OCc3ccc(CO)cc3)C2)c2ccccc21	-6	1	9	4	-3	23	12	18	-15	-7	-10
Cc1sc2nc(CSCC(=O)Nc3ccc(C(=O)N(C)C)cc3)[nH]c(=O)c2c1C	-12	-3	4	-10	-11	14	-7	-3	-7	11	7
COc1ccccc1NS(=O)(=O)c1cc(NC(=O)C2CCCO2)ccc1C (centres undefined)	-1	3	-3	9	-11	2	9	8	-4	-2	-3
CCc1noc(C)c1C(=O)Nc1nc2c(C)cc(C)cc2s1	-17	-4	-60	-16	1	-7	10	-17	1	-49	15
COC(=O)c1cc(NC(=O)c2ccccc2)c(=O)oc1C/C=N\OCc1ccc(Cl)cc1Cl	-28	0	-15	-29	9	-20	12	-2	1	-14	-1
Cc1ccc(SCCNC(=O)c2cccc([N+](=O)[O-])c2C)cc1	-17	4	4	-5	6	-2	4	-11	-5	16	12
CC(C)=NNc1cc([N+](=O)[O-])cc2c1C(=O)N(C)S2=O (centres undefined)	-9	-6	19	-2	4	2	-4	-2	-1	3	0
CCCOc1ccc(F)cc1-c1cc(C(=O)NC2CCCCC2)[nH]n1	10	nt	-4	2	-10	-13	-26	-42	nt	-18	4
CC(=O)NC(=S)NNC(=O)CCc1ccccc1	-21	4	19	-4	-1	-2	7	-2	-4	-23	-16
Cc1ccc(S(=O)(=O)CC(=O)N2CCN(c3ccccc3F)CC2)cc1	7	-4	5	-26	1	7	6	-1	-4	16	-4
O=C(CCSc1ccccc1)N1CCN(c2ccccc2)CC1	-65	6	-50	-41	4	1	-32	-88	-50	-104	-32
CN(CC(=O)Nc1ccccc1Br)C(=O)c1cc2c(s1)CCCCC2	-81	-8	-69	-32	1	-34	-10	-76	-48	39	-37
CC1CC(=O)Nc2ccccc2N1S(=O)(=O)c1ccccc1 (centres undefined)	3	0	6	20	6	5	-3	8	-9	-11	-2
COc1cccc(-n2nc(-c3ccnn3-c3cccc(Cl)c3)c(=O)n(C)c2=O)c1	16	-13	15	3	-6	4	-7	9	-7	-1	-38
O=C(c1cccc(F)c1)N1CCN(S(=O)(=O)c2ccccc2)CC1	-1	5	-2	9	-7	0	10	-9	0	14	-5
Cc1cc([N+](=O)[O-])ccc1NCc1ccc2c(c1)OCCO2	-7	-8	-13	-44	2	-6	-16	28	-20	-16	-19
Cc1nc2sc3c(c2c(=O)n1NC(=O)CCl)CCCC3	-4	-10	8	-33	-2	-4	-9	8	-15	-1	4
COc1ccc(C(O)c2nc(-c3ccccc3)cs2)cc1 (centres undefined)	-10	nt	-11	-16	0	-3	-12	-12	nt	-17	11
CCOC(=O)c1c(NC(=O)CNCC(O)CO)sc(C)c1C (centres undefined)	-5	-7	7	-9	-4	-7	-9	8	4	-19	4
O=C(O)c1cccc(Oc2ccc(C(=O)O)c([N+](=O)[O-])c2)c1	-9	-8	13	2	-11	-29	-3	8	5	11	16
O=C(CSc1nccc(=O)[nH]1)N1c2ccccc2CCc2ccccc21	-13	-13	10	5	-8	47	16	9	-13	25	-20
CCCN(C(=O)COc1ccc(C(C)=O)cc1OC)C1CCS(=O)(=O)C1 (centres undefined)	-17	-3	-3	-1	3	0	4	15	3	-6	-3

# Three entries already listed, sorted by formula weight, rising:
Compound	NCOA1 inh	TLR9-MyD88 block	SRC3 inh	NCOA2 inhibitor	NOD2-RIPK2 inh	TRAIL sens C8	TWEAK-Fn14 inh	LRH-1 inv ag	EBV LMP1 NFkB	TROY signal inh	NR2F2 inh
Cc1cc([N+](=O)[O-])ccc1NCc1ccc2c(c1)OCCO2	-7	-8	-13	-44	2	-6	-16	28	-20	-16	-19
CC1CC(=O)Nc2ccccc2N1S(=O)(=O)c1ccccc1 (centres undefined)	3	0	6	20	6	5	-3	8	-9	-11	-2
CCOC(=O)c1c(NC(=O)CNCC(O)CO)sc(C)c1C (centres undefined)	-5	-7	7	-9	-4	-7	-9	8	4	-19	4

# Whole records as entered above:
# `O=C(CSc1nccc(=O)[nH]1)N1c2ccccc2CCc2ccccc21` is listed as NCOA1 inh = -13; TLR9-MyD88 block = -13; SRC3 inh = 10; NCOA2 inhibitor = 5; NOD2-RIPK2 inh = -8; TRAIL sens C8 = 47; TWEAK-Fn14 inh = 16; LRH-1 inv ag = 9; EBV LMP1 NFkB = -13; TROY signal inh = 25; NR2F2 inh = -20
# `O=C(CCCOc1ccccc1)Nc1nnc(C2CCCO2)s1` (centres undefined) is listed as NCOA1 inh = -9; TLR9-MyD88 block = 10; SRC3 inh = 3; NCOA2 inhibitor = -22; NOD2-RIPK2 inh = -9; TRAIL sens C8 = 3; TWEAK-Fn14 inh = 0; LRH-1 inv ag = -11; EBV LMP1 NFkB = -3; TROY signal inh = -19; NR2F2 inh = 14
# `CC(=O)NC(=S)NNC(=O)CCc1ccccc1` is listed as NCOA1 inh = -21; TLR9-MyD88 block = 4; SRC3 inh = 19; NCOA2 inhibitor = -4; NOD2-RIPK2 inh = -1; TRAIL sens C8 = -2; TWEAK-Fn14 inh = 7; LRH-1 inv ag = -2; EBV LMP1 NFkB = -4; TROY signal inh = -23; NR2F2 inh = -16

# New compounds follow
Compound	NCOA1 inh	TLR9-MyD88 block	SRC3 inh	NCOA2 inhibitor	NOD2-RIPK2 inh	TRAIL sens C8	TWEAK-Fn14 inh	LRH-1 inv ag	EBV LMP1 NFkB	TROY signal inh	NR2F2 inh
CC1CCCCC1NC(=O)CN1C(=O)NC(C)(c2cc(F)ccc2F)C1=O (centres undefined)	-8	-14	-9	20	-8	-13	6	-6	0	4	2
COc1ccc(C(=O)NC(=S)Nc2ccc(S(=O)(=O)Nc3cc(OC)ncn3)cc2)cc1	-18	-7	14	23	-15	9	17	-7	3	24	-6
Cc1nnc(SCCn2c(N3CCN(C)CC3)nc3c2c(=O)n(C)c(=O)n3C)s1	-12	-6	5	14	-11	6	11	14	-8	-6	12
Cc1[nH]nc2ncc(C(=O)c3cc(Cl)cc(Cl)c3O)cc12	-12	7	-32	14	-10	27	22	-3	-5	2	10
COCCn1c(SCc2ccc(C)cc2)nc2c1c(=O)[nH]c(=O)n2C	7	nt	15	-20	-2	10	9	4	nt	-26	-7
O=C(CSc1nnnn1-c1ccccc1)CSc1nnnn1-c1ccccc1	-7	0	8	7	-1	-25	4	-3	-1	-9	7
COc1ccc(NC(=O)N(C2CCCCC2)C2CCN(C(C)C)CC2)c(OC)c1	-20	-3	-8	-5	-1	1	-20	-9	-15	-18	0
COCc1cc(CN2CCN(C)CC2)c(O)c2ncccc12	2	-3	12	-12	-6	6	10	0	13	-5	7
O=C(CSc1nc(NS(=O)(=O)c2ccccc2)cc(=O)[nH]1)Nc1ccccc1C(F)(F)F	-14	-4	-9	6	-3	-9	5	0	-3	8	6
COc1ccc(CC(N)c2csc(NC(=O)Cc3ccccc3)n2)cc1 (centres undefined)	8	nt	0	-8	-4	-6	7	5	nt	4	4
O=C(CSc1nnc(-c2ccncc2)n1CC1CCCO1)Nc1ccccc1Cl (centres undefined)	2	-7	-1	14	-5	2	-13	0	-8	-7	2
COC(=O)c1ccc(Cn2nnc3c(=O)[nH]c(C4CCN(S(=O)(=O)c5cc(C)ccc5C)CC4)nc32)cc1	-10	-1	2	-29	-6	6	-6	-18	-11	10	-2
CCOc1ccc(NC(=O)CC(Cc2cc(C)cc(C)c2)C(=O)O)cc1 (centres undefined)	4	4	-7	4	-3	-12	13	6	3	5	-1
COc1ccc(OCC(=O)N2CCN(C(=O)c3ccc(F)cc3)CC2)cc1	12	-6	-20	-6	-6	-12	-7	11	2	0	-4
O=C(Nc1ccccc1)c1cc(S(=O)(=O)N2CCCCC2)ccc1N1CCOCC1	9	-8	3	-5	7	3	-3	1	1	-16	-23
CC(=O)Nc1cccc(C(=O)/C=C/c2ccc(C)cc2)c1	10	12	22	5	-3	5	71*	19	4	-3	3
COc1ccc(NC(=O)[C@H](COCc2ccccc2)NC(=O)OC(C)(C)C)cc1	-2	7	-5	-19	3	-10	10	2	9	14	3
CCOCC(=O)Nc1ccc(S(=O)(=O)N2CCC(c3nc4ccccc4[nH]3)CC2)cc1	-3	1	3	-18	-4	14	-12	-7	-2	-8	-13
CCOc1ccccc1NC(=O)CSc1nnc(-c2cccnc2)o1	-15	6	4	11	-1	7	7	7	-4	-6	-1

# From PubChem
